Screens: PubChem, Broad Institute
E-sel inducer: E-selectin induction in HUVECs, primary screen, imaging, HUVEC, immunofluorescence imaging, single point; AID 686992, 2013; normalized: neutral wells 0, TNF-alpha wells 100; actives 0.37% (n = 260,000); activation, % at 7.58 µM;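 active = mean E-selectin-positive cell signal at least 10% of the positive control, reached in at least 60% of replicates, without over 20% cell loss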;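 also: in these data hits start at about 27%; measured in HUVEC primary endothelial cells; signal is the percent of cells scored E-selectin positive by PE staining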
Target sequence (P16581 whole entry, looked up): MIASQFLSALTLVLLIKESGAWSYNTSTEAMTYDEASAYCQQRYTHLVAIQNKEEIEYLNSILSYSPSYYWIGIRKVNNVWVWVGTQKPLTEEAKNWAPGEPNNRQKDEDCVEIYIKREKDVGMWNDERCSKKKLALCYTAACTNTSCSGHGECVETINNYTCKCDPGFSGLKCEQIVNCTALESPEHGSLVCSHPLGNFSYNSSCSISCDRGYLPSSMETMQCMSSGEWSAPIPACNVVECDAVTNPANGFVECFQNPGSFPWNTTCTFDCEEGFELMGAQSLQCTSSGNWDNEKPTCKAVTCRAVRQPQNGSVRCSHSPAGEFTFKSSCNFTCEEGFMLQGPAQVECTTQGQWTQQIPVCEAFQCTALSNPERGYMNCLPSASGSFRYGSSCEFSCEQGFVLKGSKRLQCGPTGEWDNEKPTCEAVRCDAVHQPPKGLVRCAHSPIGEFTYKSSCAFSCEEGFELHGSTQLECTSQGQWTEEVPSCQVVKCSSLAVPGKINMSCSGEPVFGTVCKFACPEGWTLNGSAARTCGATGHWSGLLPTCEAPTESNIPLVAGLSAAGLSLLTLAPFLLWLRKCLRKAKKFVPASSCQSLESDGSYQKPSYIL
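Test system: HUVEC | Signal: Immunofluorescence imaging | Read-out: Percent E-selectin-positive cells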
RAD54 branch: inhibitors of human RAD54 branch migration, primary screen, biochemical, fluorescence, single point; actives 0.14% (n = 360,000); DNA repair and recombination protein RAD54-like (Homo sapiens), Q92698; RAD54 Holliday junction branch migration, FAM/BHQ fluorescence; inhibition, % at 10.4 µM;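 active = mean normalized replicate activity at least 40 and at least half of replicates scoring 40 or more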;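 also: 0% = median of neutral control wells and 100% = median of positive control wells; inhibitors cause a drop in the FAM fluorescence signal; in these data hits start at about 50%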
PglD inh: C. jejuni PglD acetyltransferase inhibitors, primary screen, biochemical, DTNB colorimetric, single point; UDP-N-acetylbacillosamine N-acetyltransferase PglD (Campylobacter jejuni); purified PglD enzyme, DTNB colorimetric CoA detection; actives 0.098% (n = 360,000); inhibition, % at 12.5 µM; in the data active = inhibition above about 16%, passing the limit was not always enough; also: strong numbers were not always called active
ARNT TACC3 PPI: disruptors of ARNT/TACC3 protein interaction, primary screen, biochemical, AlphaScreen, single concentration | actives 0.66% (n = 390,000) | AlphaScreen His-ARNT PAS-B/GST-TACC3 binding, luminescence; TACC3 fragment carries E629A point mutation | inhibition, % at 9.99 µM;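 active = mean inhibition of replicates at least 50% and at least half of replicates each reaching 50%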;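 also: 0% = complete ARNT plus TACC3 wells and 100% = ARNT alone without TACC3; many hits fall short of the cut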
RAD52 inh: RAD52 DNA annealing inhibitors, primary screen, biochemical, FRET, single point, set 2. DNA repair protein RAD52 homolog (Homo sapiens), P43351. recombinant RAD52 DNA annealing, FRET fluorescence. inhibition, % at 18.7 µM. actives 0.46% (n = 360,000);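 active = every replicate showing at least 50% inhibition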
ERp5 block: inhibitors of ERp5-driven insulin aggregation, primary screen, biochemical, turbidity, absorbance 650 nm, single point; inhibition, % at 9.99 µM; 90 min; actives 0.05% (n = 350,000); Protein disulfide-isomerase A6 (Homo sapiens), Q15084;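 active = mean replicate inhibition above about 25%, with every replicate also reaching it, limit read from the data, passing the limit was not always enough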
Target sequence (Q15084 whole entry, looked up): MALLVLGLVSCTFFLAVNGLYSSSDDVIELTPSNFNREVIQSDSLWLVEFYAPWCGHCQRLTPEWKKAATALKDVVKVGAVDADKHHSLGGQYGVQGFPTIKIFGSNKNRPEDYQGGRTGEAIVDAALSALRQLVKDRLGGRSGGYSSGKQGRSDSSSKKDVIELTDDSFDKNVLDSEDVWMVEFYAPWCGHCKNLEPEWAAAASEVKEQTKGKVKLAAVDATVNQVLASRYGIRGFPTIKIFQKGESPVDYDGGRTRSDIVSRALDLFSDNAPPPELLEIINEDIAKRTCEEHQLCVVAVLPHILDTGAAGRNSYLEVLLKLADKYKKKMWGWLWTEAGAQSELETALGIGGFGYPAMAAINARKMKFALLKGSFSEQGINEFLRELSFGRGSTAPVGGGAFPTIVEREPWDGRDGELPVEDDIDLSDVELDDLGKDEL
esBAF inh: Bmi1 luciferase reporter increase in mESCs, primary screen, esBAF inhibitor project, mouse ES cells, Bmi1 luciferase knock-in, single point; 24 h; 100% = twice the neutral-well signal; reporter increase, % at 12.5 µM; actives 2% (n = 350,000); in the data active = activation above about 40%;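 also: 0% = median of the plate's neutral control wells and 100% = double that signal; a rise in the Bmi1 reporter signal indicates esBAF inhibition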
CASP6 VEID inh: human caspase-6 inhibitors, primary screen, biochemical, VEID-R110 fluorescence, single point, set 2; actives 0.53% (n = 350,000); inhibition, % at 12.5 µM; AID 686996, 2013; purified caspase-6, Z-VEID-R110 cleavage fluorescence; P55212;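 active = mean inhibition across replicates at least about 35%, with every replicate also reaching that limit, limit read from the data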;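 also: 0% = median of neutral control wells and 100% = no fluorescence left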
* marks the source's active call; other numbers are inactive results; / = not tested or not shown; & = joins results of further samples.

SMILES | E-sel inducer | RAD54 branch | PglD inh | ARNT TACC3 PPI | RAD52 inh | ERp5 block | esBAF inh | CASP6 VEID inh
C[C@H](CO)N1C[C@H](C)[C@H](CN(C)C(=O)Nc2ccc(F)cc2)Oc2ccc(NC(=O)C3CC3)cc2C1=O | 0.4 | 0 | 4 | 0 | 1 | -7 | 5 | 0
CC1(Cc2ccccc2F)C(=O)Nc2c(Cl)ccc(Cl)c21 (stereo not given) | 0.0 | -1 | 6 | / | -20 | 1 | -2 | 1
CN(C)C(=O)c1cccc(-c2ccccc2[C@@H]2[C@@H](C#N)N(C(=O)C3CCCCC3)[C@@H]2CO)c1 | 0.1 | / | / | / | 0 | -3 | / | 1
O=C(Nc1ccc(NC(=O)c2cccc([N+](=O)[O-])c2)cc1)c1cccc([N+](=O)[O-])c1 | 0.1 | 0 | -11 | -4 | -14 | 4 | 6 | 0
CCCC(=O)N1CC2(C1)CN(C(=O)Cc1ccccn1)[C@@H](CO)c1[nH]c3cc(OC)ccc3c12 | 0.1 | / | / | / | 4 | -1 | / | 7
Cc1cccc(-c2noc(CCCC(=O)Nc3cccnc3)n2)c1 | / | -7 | 0 | -2 | / | / | -28 | /
C=C(C)CSC1=C(C#N)C(c2ccccc2)CC(=O)N1 (stereo not given) | / | -19 | 3 | -5 | / | / | -4 | /
COC(=O)c1cc(NC(=O)CC2C(=O)NCCN2C(=O)c2ccc(F)cc2)cc(C(=O)OC)c1 (stereo not given) | / | 11 | -3 | 1 | -22 | 3 | -3 | 0
C[C@@H]1CCCCO[C@@H](CN(C)C(=O)CCCN(C)C)[C@@H](C)CN([C@H](C)CO)C(=O)c2cc(NC(=O)Cc3ccccc3)ccc2O1 | / | -2 | -46 | -31 | 17 | 2 | -10 | 6
S=C(NCc1ccc(Cl)cc1Cl)NC1CCCCC1 | -2.5 | / | / | -8 | 0 | 7 | / | 0
CC(NC(=S)Nc1ccccc1)C1COc2ccccc2O1 (stereo not given) | / | / | / | -3 | -2 | 0 | / | 3
COC(=O)c1ccc(C(=O)OC)c(NC(=O)CN2CCCCC2)c1 | / | / | / | -8 | -5 | -1 | -1 | 5
CC=Cc1ccc2n(c1=O)C[C@@H]1[C@@H](CO)[C@H](C(=O)NCC)[C@H]2N1C(=O)c1ccccc1 (mixture of isomers) | -0.2 | 4 | 0 | -7 | 7 | -11 | 1 | -1
CCOC(=O)c1c(C)[nH]c(C)c1S(=O)(=O)NCc1ccccc1OCC | -0.1 | / | / | -4 | -4 | -3 | -3 | 2
COc1cc(OC)cc(-c2nnc(SCC(=O)N(Cc3ccccc3)C(C)(C)C)o2)c1 | / | 6 | -4 | -11 | / | / | -11 | /

Six of the entries above in order of their number in ARNT TACC3 PPI, smallest number first.
SMILES,PglD inh,ARNT TACC3 PPI,RAD52 inh,ERp5 block,esBAF inh,CASP6 VEID inh
C[C@@H]1CCCCO[C@@H](CN(C)C(=O)CCCN(C)C)[C@@H](C)CN([C@H](C)CO)C(=O)c2cc(NC(=O)Cc3ccccc3)ccc2O1,-46,-31,17,2,-10,6
COc1cc(OC)cc(-c2nnc(SCC(=O)N(Cc3ccccc3)C(C)(C)C)o2)c1,-4,-11,/,/,-11,/
COC(=O)c1ccc(C(=O)OC)c(NC(=O)CN2CCCCC2)c1,/,-8,-5,-1,-1,5
CC=Cc1ccc2n(c1=O)C[C@@H]1[C@@H](CO)[C@H](C(=O)NCC)[C@H]2N1C(=O)c1ccccc1 (mixture of isomers),0,-7,7,-11,1,-1
CCOC(=O)c1c(C)[nH]c(C)c1S(=O)(=O)NCc1ccccc1OCC,/,-4,-4,-3,-3,2
COC(=O)c1cc(NC(=O)CC2C(=O)NCCN2C(=O)c2ccc(F)cc2)cc(C(=O)OC)c1 (stereo not given),-3,1,-22,3,-3,0

(list continues)
SMILES | E-sel inducer | RAD54 branch | PglD inh | ARNT TACC3 PPI | RAD52 inh | ERp5 block | esBAF inh | CASP6 VEID inh
Cn1c(CCN2CCCCC2)nc2cc(NS(=O)(=O)c3ccccc3)ccc21 | / | 7 | -2 | 5 | / | / | -5 | /
O=[N+]([O-])c1ccc(-[n+]2ccc3ccccc3c2)c([N+](=O)[O-])c1 | -0.4 | 1 | 6 | -6 | / | / | 15 | /
CN(C)C(=O)[C@H]1[C@H](CO)[C@H]2Cn3c(ccc(-c4ccccc4)c3=O)[C@H]2N1Cc1ccccc1 | -1.5 | -4 | 1 | 15 | 2 | 1 | -3 | 6
c1ccc(-c2cn(C[C@H]3CC[C@@H]([C@@H]4CC[C@H](Cn5cc(-c6ccccc6)nn5)O4)O3)nn2)cc1 | 0.0 | 1 | 4 | -9 | -14 | -1 | 2 | -2
COC(=O)c1c(NC(=O)C(=O)NCCCN2CCOCC2)sc2c1CC(C)(C)OC2 | / | 6 | 4 | -2 | 11 | 1 | -3 | 2
Cc1cc(C)c(S(=O)(=O)N(CC(=O)O)CC(=O)O)c(C)c1 | / | -5 | -5 | -5 | / | / | -1 | /
NC(=O)CSc1nnc(-c2ccco2)n1-c1ccccc1 | 0.3 | -2 | -5 | 6 | 4 | 0 | -2 | 2
CN(C)S(=O)(=O)NCCNC(=O)c1cc(OCC(F)(F)F)ccc1OCC(F)(F)F | 0.6 | / | / | -3 | -11 | -4 | / | 2
Cn1c(NNC(=O)c2ccc(C(C)(C)C)cc2)cc(=O)n(C)c1=O | / | -9 | 0 | -6 | -5 | -9 | -13 | -3
CCc1nnc(NC(=O)CCc2ccccc2OC)s1 | / | -7 | 0 | 40 | -9 | 0 | -1 | 3
O=C(CS(=O)CC(=O)NC12CC3CC(CC(C3)C1)C2)Nc1ccc(F)cc1 (stereo not given) | 0.0 | -9 | 1 | -4 | -12 | 1 | -4 | -1
C[C@@H]1CN([C@@H](C)CO)C(=O)c2cc(C#CCC3CCCC3)cnc2O[C@@H]1CN(C)C(=O)CN(C)C | 0.8 | 15 | -5 | -2 | 19 | -1 | -4 | -47
CO[C@@H]1CN(C)C(=O)c2ccc(NC(C)=O)cc2OC[C@@H](C)N(C(=O)c2ccncc2)C[C@H]1C | -0.2 | -6 | -2 | 0 | -1 | -5 | -1 | /
NC(=O)c1ccsc1NC(=O)c1nc(-c2ccccc2)n(-c2ccccc2)n1 | / | 9 | 1 | -3 | / | / | 1 | /
O=C(CSc1nc2nn(-c3ccccc3)c(=O)c-2c2n1CCCCC2)Nc1ccc(F)cc1F | / | 5 | -1 | 13 | -4 | -2 | -5 | -3
Cc1ccc(NC(=O)CN2CCc3ccccc3C2)cc1S(=O)(=O)N(C)C | / | / | / | -4 | -10 | 0 | / | -3
CC(C)(C)c1nnc(NC(=O)C2c3ccccc3Oc3ccccc32)s1 | / | 10 | 2 | 6 | -5 | 1 | -3 | -1
COc1cccc(NC(=O)C(C)OC(=O)CCCNC(=O)c2ccc(Cl)cc2)c1 (stereo not given) | 0.3 | -2 | -3 | -2 | -9 | 1 | 10 | 3
O=C(COC(=O)/C=C/c1ccco1)NCCN1C(=O)CSC1=O | / | -6 | 1 | -5 | -17 | -1 | -5 | 14
O=S(=O)(Nc1ccc(Cc2ccncc2)cc1)c1ccc(Br)s1 | / | -9 | -2 | 0 | / | / | 19 | /
N#Cc1ccsc1NC(=O)CSc1nncs1 | 1.1 | -11 | -5 | 3 | -133 | -6 | -9 | 5
CC(C)CCN1CCC[C@]2(N[C@H](c3ccccc3)[C@@H]3C(=O)N(Cc4ccccc4)C(=O)[C@@H]32)C1=O | 0.0 | -15 | -2 | / | -2 | 3 | 4 | 8
Cc1ccc2cccc(Oc3ncnc4sc(C)c(C)c34)c2n1 | / | / | / | -2 | 1 | 1 | -8 | 1
COc1cc(OC)nc(Nc2nc(C(N)COCc3ccccc3)cs2)n1 (stereo not given) | 5.8 | 3 | 1 | / | -29 | 1 | -5 | -1
CCOc1ccc(CCNC(=O)CCOc2cc(C)ccc2C)cc1OCC | -0.1 | -1 | -1 | 2 | -17 | 1 | -3 | 1
Cc1csc(=O)n1CC(=O)OCC(=O)Nc1ccc(F)c(F)c1 | -0.1 | 5 | 2 | 8 | 3 | 1 | -3 | 1
CCOC(=O)CSc1nc2ccccc2n1CC(=O)N1CCN(c2ccccc2)CC1 | / | -6 | 3 | -6 | / | / | 8 | /
NC(=O)CC(NC(=O)Cc1ccc(Br)cc1)c1ccc(N2CCN(c3ccccn3)CC2)c([N+](=O)[O-])c1 (stereo not given) | 1.1 | 3 | 4 | -17 | 1 | -2 | 12 | 4
C/C(=N\NC(=O)c1ccc(N(C)C)cc1)c1ccc(C)c(C)c1 | / | -5 | 0 | 4 | / | / | 10 | /
C[C@H](NC(=O)C1CCN(S(=O)(=O)c2ccccc2)CC1)C(=O)NCc1ccc(F)cc1 | / | 1 | 4 | 5 | -2 | -3 | -3 | -1
Cc1ccc(NC(=O)CCNC(=O)c2ccccc2)cc1F | -0.2 | -3 | 5 | 3 | -5 | 4 | -1 | -5
CN(Cc1nccs1)C(=O)C1CCC(=O)N(CCc2ccc(Cl)cc2)C1 (stereo not given) | / | -19 | -2 | -7 | -16 | 3 | 4 | 0
O=C(CCn1c(=O)oc2ccccc21)NCCN1CCc2ccccc2C1 | / | -7 | -4 | -5 | / | / | -6 | /
Cc1cc(C(=O)CSc2nnc(CCC(N)=O)n2C)c(C)n1C1CC1 | -0.3 | 2 | 2 | 0 | -3 | 1 | 1 | -2
COc1ccc(CNC(=O)C(=O)NCc2cccnc2)cc1 | 1.4 | 0 | 2 | -1 | -14 | -1 | -2 | 0
COc1ccc(CN(C)C[C@@H]2Oc3ccc(NS(=O)(=O)c4ccc(C)cc4)cc3CC(=O)N([C@@H](C)CO)C[C@H]2C)cc1 | -0.3 | / | / | / | 1 | 5 | / | -1
C[C@@H]1CN([C@H](C)CO)C(=O)c2cccc(NC(=O)Nc3ccc(F)cc3)c2O[C@@H]1CN(C)Cc1ccc2c(c1)OCO2 | 1.3 | -4 | -2 | 5 | 18 | -8 | 1 | 0
COCCCNC(=S)NNC(=O)c1cc(-c2cccnc2)nc2ccccc12 | / | 3 | -1 | 4 | -5 | -2 | / | -2
O=C(CCS(=O)(=O)c1cccs1)Nc1ccc(C(=O)NCc2ccccc2)cc1 | / | 3 | 1 | 2 | / | / | -5 | /
COc1ccc(C(=O)NC(=S)N(C)C2CCCCC2)cc1Br | -0.3 | -10 | 7 | 1 | -2 | -2 | 12 | 0
CO[C@@H]1CN(C)C(=O)c2ccc(NC(=O)Nc3c(C)noc3C)cc2OC[C@H](C)N(CCC(F)(F)F)C[C@H]1C | -0.2 | / | / | / | 19 | 2 | / | 0
Cc1ccc(NS(=O)(=O)c2ccc3c(c2)CCC(=O)N3)cc1 | 3.8 | -8&-10 | -9&3 | -5 | -5&-16 | -1&-14 | 2&0 | 1&6
O=C(Nc1ccccc1F)N1CCCCN2[C@H](CO)[C@@H](c3ccc(C4=CCCC4)cc3)[C@@H]2C1 | 0.2 | -15 | -4 | -13 | / | / | -2 | /
Oc1ccccc1CN1CCN(C(O)(c2ccccc2)c2ccccc2)CC1 | / | -1 | -1 | 2 | 10 | 3 | -1 | -1
O=C(NCCc1ccc(Cl)cc1)c1cc(-c2ccccn2)nc2ccccc12 | / | 6 | -4 | 1 | -16 | -3 | 0 | -2
Cc1ccc(-c2noc(CCC(=O)N3CCN(c4cc(C)ccc4C)CC3)n2)cc1 | -0.1 | 3 | 2 | -1 | -9 | 4 | 3 | 2
S=C(c1ccc(-c2ccc(Br)cc2)o1)N1CCOCC1 | 1.7 | -3 | 2 | / | -5 | 2 | / | 1

Individual results from the list:
esBAF inh, `O=C(Nc1ccccc1F)N1CCCCN2[C@H](CO)[C@@H](c3ccc(C4=CCCC4)cc3)[C@@H]2C1` → -2
esBAF inh, `Cc1ccc(-c2noc(CCC(=O)N3CCN(c4cc(C)ccc4C)CC3)n2)cc1` → 3
